# Compound activity from PubChem.
# GC-B act: GC-B (human) receptor activation; AID 1920062; activation, % at 10 µM; 370,000 tested, 0.11% active; HEK293-GC-B cells, CNP EC30, cGMP TR-FRET; 0% at EC30 CNP, 100% saturating CNP; P20594;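 active = activation at 10 µM reaching about 35% in either raw or pattern-adjusted values, limit read from the data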
# Target sequence (P20594 whole entry, looked up): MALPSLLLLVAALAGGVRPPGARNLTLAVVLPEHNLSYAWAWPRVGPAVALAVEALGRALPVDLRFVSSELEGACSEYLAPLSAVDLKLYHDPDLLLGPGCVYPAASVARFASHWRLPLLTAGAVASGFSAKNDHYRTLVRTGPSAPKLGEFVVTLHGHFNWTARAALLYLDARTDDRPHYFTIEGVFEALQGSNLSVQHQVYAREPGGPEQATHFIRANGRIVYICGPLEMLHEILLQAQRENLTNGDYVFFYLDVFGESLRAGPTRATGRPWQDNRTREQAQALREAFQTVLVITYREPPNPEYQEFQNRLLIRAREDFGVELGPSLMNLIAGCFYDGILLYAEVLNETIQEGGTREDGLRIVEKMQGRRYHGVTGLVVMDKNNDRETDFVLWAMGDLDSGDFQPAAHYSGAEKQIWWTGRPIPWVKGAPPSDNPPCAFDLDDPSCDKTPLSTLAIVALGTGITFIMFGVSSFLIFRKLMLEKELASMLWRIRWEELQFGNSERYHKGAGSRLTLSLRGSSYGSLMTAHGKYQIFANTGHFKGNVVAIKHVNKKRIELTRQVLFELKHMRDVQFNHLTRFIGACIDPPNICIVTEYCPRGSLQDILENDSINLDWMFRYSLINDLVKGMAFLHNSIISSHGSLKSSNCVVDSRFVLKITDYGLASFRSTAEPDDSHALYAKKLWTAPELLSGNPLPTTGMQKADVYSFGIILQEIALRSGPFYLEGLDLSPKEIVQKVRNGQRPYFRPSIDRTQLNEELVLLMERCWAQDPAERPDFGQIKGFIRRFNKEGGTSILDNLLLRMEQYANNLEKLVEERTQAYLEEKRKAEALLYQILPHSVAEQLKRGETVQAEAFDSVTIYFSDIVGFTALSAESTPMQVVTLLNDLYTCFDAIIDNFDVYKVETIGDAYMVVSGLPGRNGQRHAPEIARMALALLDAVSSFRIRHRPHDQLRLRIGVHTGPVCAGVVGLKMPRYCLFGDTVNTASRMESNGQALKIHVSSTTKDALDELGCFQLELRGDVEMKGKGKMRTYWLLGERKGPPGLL
# TCR-CD3 inh: blocks the human TCR-CD3 interaction; TAMRA-labeled TCR probe fluorescence, biochemical; inhibition, % at 9.4 µM; 360,000 tested, 0.37% active; in the data active = inhibition above about 19%;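 also: recombinant mutant TCR 2C K166C tagged with TAMRA read by polarization; 0% = receptor in buffer alone and 100% = receptor with positive control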
# HTRA1 inh: HTRA1 (human) protease inhibition; recombinant HTRA1, FP-rhodamine activity-based probe, fluorescence polarization; 340,000 tested, 0.5% active; inhibition, % at 5.96 µM; in the data active = inhibition above about 36%;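 also: 0% = enzyme with DMSO and 100% = wells lacking enzyme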
# TDP2 inh: blocks human TDP2 phosphodiesterase activity; O95551; recombinant TDP2, T5PNP hydrolysis, p-nitrophenol absorbance 415 nm; inhibition, % at 12.8 µM; 370,000 tested, 0.34% active; AID 720702;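 active = inhibition above the mean of all tested compounds plus 3 SD, set per campaign, cut at about 25% in these data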;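 also: 0% = DMSO with enzyme and 100% = buffer with substrate but no TDP2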
#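 Read-out basis: percent inhibition. System: recombinant human TDP2. Buffer or medium: Mg2+-containing Tris-HCl buffer, pH 7.5. Repeats: single replicate. Timing: reaction 2 h, 37 °C. Benchmarks: high control without enzyme, low control DMSO plus TDP2. Probe or stimulus: 5 mM T5PNP. Doses: 12.8 µM only. Measured by: epi absorbance of p-nitrophenol freed from T5PNP by hydrolysis.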
# PRMT1 FP inh: inhibitors of human PRMT1. Q99873. recombinant PRMT1, activity-based probe fluorescence polarization. inhibition, % at 2.79 µM. 370,000 tested, 1.3% active;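 active = inhibition above about 21% made by adding two undisclosed values, limit read from the data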
# rCAG RNA binder: r(CAG) repeat RNA binding; inhibition, % at 3 µM; 370,000 tested, 1.3% active; TO-PRO-1 dye displacement fluorescence; AID 651821;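 active = inhibition above the plate cutoff, the mean of all test compounds on that plate plus 3 SD, cut at about 35% in these data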;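 also: 0% = DMSO alone and 100% = 100 µM mitoxantrone as full dye displacement; higher means more dye released from RNA so lower well fluorescence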
# mABHD4 FP: inhibits mouse alpha/beta hydrolase domain 4. Q8VD66. purified mABHD4, FP-Rh probe fluorescence polarization. inhibition, % at 8.92 µM. 370,000 tested, 0.54% active. AID 720543;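 active = inhibition exceeding the mean over every tested compound plus 3 SD, cut at about 30% in these data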;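 also: 0% = plate median of compound wells and 100% = S159A mutant with DMSO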
#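 assay system = mABHD4 protein | compound dosing = single nominal dose of 8.92 µM, 0.89% DMSO final | read-out basis = percent inhibition of probe binding, normalized to plate controls | schedule = Enzyme–compound pre-incubation 45 min, then probe 60 min, both 25 °C | detection = fluorescence polarization, excitation 525 nm, emission 598 nm, BODIPY TMR filters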
# MBD2 inh: inhibitors of human MBD2 binding to methylated oligonucleotide; TR-FRET; inhibition, % at 4.4 µM; 370,000 tested, 0.31% active; Q9UBB5; in the data active = inhibition above about 13%
# SIAE primary: inhibitors of human sialic acid acetylesterase SIAE; Q9HAT2; AID 1053197; 370,000 tested, 0.69% active; inhibition, % at 9.66 µM; SIAE FP-Rh probe binding, fluorescence polarization;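 active = inhibition above a cutoff: mean of compounds within the control limits plus 3 SD of those, cut at about 17% in these data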;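 also: 0% = plate median of compound wells and 100% = probe without SIAE protein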
# LEDGF integ inh: blocks HIV-1 LEDGF/p75-dependent DNA integration; TR-FRET IN-LEDGF/p75 DNA integration, Eu/Cy5; inhibition, % at 3.7 µM; 370,000 tested, 0.64% active; AID 743269;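 active = inhibition above the screen-wide mean plus 3 SD, cut at about 13% in these data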;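 also: signal is the Cy5 over europium emission ratio at 671 and 618 nm; 0% = plate median of compound wells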
# * marks the source's active call; other numbers are inactive results; . = not tested or not shown. Some of the compounds tested; count on the stated rates, not on these rows.
# Results follow in this order: GC-B act	TCR-CD3 inh	HTRA1 inh	TDP2 inh	PRMT1 FP inh	rCAG RNA binder	mABHD4 FP	MBD2 inh	SIAE primary	LEDGF integ inh
CCOC(=O)c1cncn1[C@@H](C)c1ccccc1
 : -3	-2	4	-2	-6	2	-13	1	-3	4
O=c1[nH]c2ccccc2n1C1CCN(C(CCc2ccccc2)c2nnnn2C2CCCC2)CC1 (stereo not drawn)
 : -1	-7	.	1	3	2	-2	-5	3	-4
O=c1c2ccccc2nc(-c2ccccc2)n1-c1ccc(O)cc1
 : -2	-2	-4	-5	1	2	1	-3	-5	0
NP(=O)(OCC(F)(F)F)Oc1cccc2ccccc12 (stereo not drawn)
 : -1	-1	10	1	0	0	1	-6	1	2
Cn1c(=O)cc(OCCCC(=O)N2CCC3(CC2)OCCO3)c2ccccc21
 : 5	-3	8	7	0	-6	3	4	-3	-1
COC(=O)C1=C(c2ccc(OC)c(OC)c2)C[C@@H]2CC[C@H]1N2C(=O)N1CCC(C)CC1
 : 1	5	-1	-4	-3	-9	-1	-2	-2	1
COC(=O)C1=C(c2ccc(S(C)(=O)=O)cc2)C[C@@H]2CC[C@H]1N2C(=O)NCC1CC1
 : 3	8	0	-3	-4	-1	6	-6	-3	-3
CCN(CC)C(=O)c1ccc(NC(=O)COc2ccc(-c3nn(C)c(=O)c4ccccc34)cc2)cc1
 : 6	-7	-19	-5	0	-6	-4	3	0	-7
O=C1C=CC(=O)C=C1
 : 7	5	2	1	0	0	11	2	-6	-2
Fc1ccc(CNCCc2c[nH]c3ccccc23)cc1
 : -17	-1	4	10	1	1	3	-4	0	1
CC(C)CNC(=O)c1c(N)n(Cc2ccc3c(c2)OCO3)c2nc3ccccc3nc12
 : 16	4	-24	4	-2	3	-4	0	2	0
COc1ccc(-c2cc(=O)oc3c(C)c(OC(C)C(=O)N4C[C@H]5C[C@@H](C4)c4cccc(=O)n4C5)ccc23)cc1 (stereo partly drawn)
 : 4	2	-16	-9	-9	2	-2	-2	-13	3
CCOC(=O)c1c(N)n(CCCOC(=O)c2ccco2)c2nc3ccccc3nc12
 : -2	5	1	6	-2	-1	4	-7	-9	1
CNC(=O)Oc1ccc(C(=O)N2c3ccccc3NC(=O)C2C)cc1 (stereo not drawn)
 : 2	3	3	1	-1	-2	-1	-4	1	4
Cc1nc(-c2cccc(CN(C)C(=O)Oc3ccc([N+](=O)[O-])cc3)c2)no1
 : 3	-1	.	-7	-1	0	-1	5	6	1
Oc1ccc(CCN2CCCCC2)cc1
 : 6	4	-1	-5	-2	2	4	7	1	-1
CC(C)C1C(C#N)=C(N)Oc2c1c(=O)oc1ccccc21 (stereo not drawn)
 : -2	-4	6	-4	2	2	-1	3	1	0
COc1cc([C@H]2OC[C@H]3[C@@H]2CO[C@@H]3c2cc(OC)c(O[C@@H]3O[C@H](CO)[C@@H](O)[C@H](O)[C@H]3O)c(OC)c2)cc(OC)c1O[C@H]1O[C@@H](CO)[C@H](O)[C@@H](O)[C@@H]1O
 : 5	9	0	-9	-2	1	4	-3	-3	2
O=C(NN=Cc1ccc(N(CCCl)CCCl)cc1Cl)c1cccnc1
 : -4	-5	-11	3	-1	2	3	5	5	-1
O=C(OC1CC2CCC(N2)C1C(=O)O)c1ccccc1 (stereo not drawn)
 : 4	-2	1	-7	1	10	1	3	-2	-1
CN1C(=O)C2C[C@@]3(Br)c4ccccc4N(OOSc4ccccc4)[C@H]3N2C(=O)[C@@H]1Cc1ccccc1 (stereo partly drawn)
 : 1	-3	-17	9	-1	-2	-6	0	-3	-1
COP(=O)(/C=C(\Cl)c1ccccc1)/C=C(\Cl)c1ccccc1
 : -1	3	-2	-2	-1	-8	1	1	0	0
O=C(Cc1ccccc1)OCC(=O)c1ccc(F)cc1
 : 5	0	3	7	3	1	-2	2	1	-2
COC(=O)C1=C(c2cccc(C#N)c2)C[C@@H]2CC[C@H]1N2C(=O)NC1CCCCC1
 : -1	1	-1	6	-1	-9	-8	-3	4	3
COc1cc2c(cc1OC)C13CCN4CC5=CCOC6CC(=O)N2C1C6C5CC43 (stereo not drawn) (tested in a mixture with another compound)
 : 5	5	2	-10	3	0	1	5	-2	-1
O=C1NC(=S)NC(=O)C1C1CCCCC1
 : 3	0	-1	7	16	-5	-4	-3	-10	-2
COC(=O)C1=C(c2ccc(F)cc2OCc2ccccc2)C[C@@H]2CC[C@H]1N2C(=O)NC1CC1
 : -8	4	-6	-11	1	-2	0	4	-1	1
CCOP(=O)(OCC)C(NC(=O)c1cccc([N+](=O)[O-])c1)C(Cl)(Cl)Cl (stereo not drawn)
 : 1	6	1	14	-2	-6	1	6	-2	-4
CCOc1ccc2nc(N3CCC(C(=O)N4CCC5(CC4)OCCO5)CC3)sc2c1
 : 6	-2	4	0	1	-5	1	0	-2	-7
Clc1ccccc1CN1CCN(c2ccccc2Cl)CC1
 : -2	1	-9	4	2	-7	0	2	10	-1

# (cont.)
# Results follow in this order: GC-B act	TCR-CD3 inh	HTRA1 inh	TDP2 inh	PRMT1 FP inh	rCAG RNA binder	mABHD4 FP	MBD2 inh	SIAE primary	LEDGF integ inh
CCCOP(=O)(O)c1c([N+](=O)[O-])cc(C(F)(F)F)cc1[N+](=O)[O-] (tested in a mixture with another compound)
 : -1	3	0	2	-1	2	-1	-6	1	-3
NNC(=O)c1nc[nH]c1C(=O)Nc1ccc(Cl)cc1C(=O)c1ccccc1
 : 0	2	-18	-4	1	8	-7	-5	-45	-1
CN(C)C1C(=O)C(C(N)=O)=C(O)C2(O)C(=O)C3=C(O)c4c(O)cccc4C(C)(O)C3C(O)C12 (stereo not drawn)
 : -9	25*	56*	11	49*	73*	67*	31*	12	53*
CCCCn1c(O)c(C(=O)/C=C/c2c[nH]c3ccccc23)c(=O)[nH]c1=O
 : 2	-1	1	-12	-4	-4	1	1	5	-1
O=c1[nH]c(O)c(C=NCCc2ccccc2)c(=O)[nH]1
 : -1	2	9	-7	0	-3	7	-8	5	3
COc1ccc(C(=O)C2CCCN(CCO)C2)c(C)c1 (stereo not drawn)
 : -2	6	-3	5	-4	-3	0	-1	3	-2
Nc1ccccc1C(=O)c1ccccc1
 : -3	-6	3	-6	6	-1	-4	7	-7	0
CCOc1cc(C=O)ccc1O
 : 2	-1	-3	-7	8	0	1	-1	11	-8
C=Cn1ccnc1P(=S)(c1nccn1C=C)c1nccn1C=C
 : 2	5	41*	3	0	-4	5	-3	1	1
COc1ccccc1-n1c(O)c(C=NCc2ccc3c(c2)OCO3)c(=O)[nH]c1=O
 : 5	8	-2	11	0	6	-8	-1	1	2
NS(=O)(=O)c1ccc(-c2ccc(C=C3C(=O)NC(=S)NC3=O)o2)cc1
 : -4	9	.	10	47*	25	15	0	2	4
CCc1ccc(N2C(=O)NC(=O)C(Cc3ccc(OC)cc3OC)C2=O)cc1 (stereo not drawn)
 : 11	-3	6	15	5	11	20	7	-2	3
CSc1nc(N)c(N=Nc2ccc([As](=O)(O)O)cc2)c(=O)[nH]1
 : 0	-3	4	4	12	-1	3	3	-3	-1
C[C@@H](N)Cc1cnc[nH]1
 : 3	-9	8	3	2	1	-1	1	2	-1
Cc1ccc(-c2nn(Cc3ccccc3)cc2C=O)cc1C
 : -6	-4	-32	4	1	-4	-4	-4	2	0
CCOC(=O)C(NC(=O)CCl)(Nc1ccc(C(O)(C(=O)OCC)C(F)(F)F)cc1)C(F)(F)F (stereo not drawn)
 : 5	-2	1	1	2	-1	6	2	0	-2
CN1C2CCC1CC(OC(=O)c1ccc([N+](=O)[O-])cc1)C2 (stereo not drawn)
 : 3	2	-4	12	-1	1	-1	3	2	0
COC(=O)C1=C(c2cccc(OCc3ccccc3)c2)C[C@@H]2CC[C@H]1N2C(=O)NCCc1ccc(F)cc1
 : -2	9	-42	-1	-2	4	-1	6	-9	-2
CCC1(c2ccccc2)C(=O)N(C)C(=O)N(C)C1=O
 : 3	-11	-4	-4	1	-2	3	1	3	-3
CC(C)(C)c1ccc(OC(=O)N2CCCCC2)cc1
 : 0	-10	0	6	1	-6	10	-1	0	0
CN1c2ccc(Br)cc2[C@H]2NCC[C@H]2[C@H]1CO
 : -3	.	.	-1	2	5	2	-2	-5	-4
CCCOc1ccc(N2C(=O)CC(N3CC=C(c4ccccc4)CC3)C2=O)cc1 (stereo not drawn)
 : -6	5	-13	-8	3	1	-3	-3	-5	0
COC(=O)C(C)Oc1cc(C)cc2oc(=O)c3c(c12)CCCC3 (stereo not drawn)
 : 8	7	-15	-16	2	-3	-8	2	-7	-1
CC(=O)OC1(c2ccccc2)CC(C(C)(C)C)CN(C(C)(C)C)C1 (stereo not drawn)
 : 3	-4	-5	0	1	-3	4	0	-5	-3
C[C@@H]1CC2C3CC=C4C[C@@H](O)CC[C@]4(C)C3CC[C@]2(C)[C@H]1O (stereo partly drawn)
 : -1	-7	-6	-3	4	-2	-2	1	-4	0
CC(=O)N1CCN(CC(=O)Nc2ccc(C#N)c(Cl)c2)CC1
 : -2	2	-1	-1	0	-2	-2	0	-3	1
O=c1[nH]c(=S)[nH]c(O)c1N=Nc1ccc(S(=O)(=O)N2CCOCC2)cc1
 : 0	7	9	1	6	8	13	-14	-2	0
Brc1cccc(CNCCc2ccc3c(c2)OCO3)c1
 : -1	-1	5	4	-1	-3	10	5	-4	1
COc1ccc(CN2CCN(Cc3ccccc3F)CC2)cc1
 : 1	9	2	6	4	-6	13	-3	6	3
c1cc2c(cc1NC1=NCCO1)CCCC2
 : -1	13	-3	-6	0	9	-1	5	-6	-3

# Additional structures:
# Results follow in this order: GC-B act	TCR-CD3 inh	HTRA1 inh	TDP2 inh	PRMT1 FP inh	rCAG RNA binder	mABHD4 FP	MBD2 inh	SIAE primary	LEDGF integ inh
Cc1cccc(CSc2nc3c(cc2C#N)CN(C)CC3)c1
 : 2	-4	-4	0	-4	-4	6	4	5	-2
N#CC(C#N)=NNc1ccc(-n2ccc(C(F)(F)F)n2)cc1
 : 6	-4	-10	-18	-2	32	18	-1	4	4
COC1CC=C2CCN3CCC4=C(CC(=O)OC4)C23C1 (stereo not drawn)
 : -7	-2	.	10	-4	2	-6	-2	0	4
O=P1(Oc2ccccc2)OCCCS1 (stereo not drawn)
 : 9	3	4	-5	1	-4	1	-5	-1	3
C=CCn1c(O)c(/C(C)=N/N2CCN(C)CC2)c(=O)[nH]c1=O
 : 3	-3	4	-4	4	-2	-2	1	-4	-1
CC(=O)OC1N=C(c2ccccc2Cl)c2cc(Br)ccc2NC1=O (stereo not drawn)
 : -9	-3	-5	15	1	-3	-1	0	-3	1

# Compounds shown so far containing an aryl thioether with sulfur outside any ring, in the order listed:
# Results follow in this order: GC-B act	TCR-CD3 inh	HTRA1 inh	TDP2 inh	PRMT1 FP inh	rCAG RNA binder	mABHD4 FP	MBD2 inh	SIAE primary	LEDGF integ inh
CSc1nc(N)c(N=Nc2ccc([As](=O)(O)O)cc2)c(=O)[nH]1
 : 0	-3	4	4	12	-1	3	3	-3	-1
Cc1cccc(CSc2nc3c(cc2C#N)CN(C)CC3)c1
 : 2	-4	-4	0	-4	-4	6	4	5	-2
